Assay outcomes (PubChem BioAssay)
TLR4-MyD88 BLA = inhibitors of human TLR4-MyD88 binding | O00206+Q99836 | HeLa CL3-4 TLR4/MyD88 BLA complementation, FRET ratio | inhibition, % at 8.4 µM | 200,000 tested, 0.18% active | AID 861; in the data active = inhibition above about 25%;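 note: 0% = vehicle and 100% = reference inhibitor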
Target sequence (O00206 whole entry, looked up): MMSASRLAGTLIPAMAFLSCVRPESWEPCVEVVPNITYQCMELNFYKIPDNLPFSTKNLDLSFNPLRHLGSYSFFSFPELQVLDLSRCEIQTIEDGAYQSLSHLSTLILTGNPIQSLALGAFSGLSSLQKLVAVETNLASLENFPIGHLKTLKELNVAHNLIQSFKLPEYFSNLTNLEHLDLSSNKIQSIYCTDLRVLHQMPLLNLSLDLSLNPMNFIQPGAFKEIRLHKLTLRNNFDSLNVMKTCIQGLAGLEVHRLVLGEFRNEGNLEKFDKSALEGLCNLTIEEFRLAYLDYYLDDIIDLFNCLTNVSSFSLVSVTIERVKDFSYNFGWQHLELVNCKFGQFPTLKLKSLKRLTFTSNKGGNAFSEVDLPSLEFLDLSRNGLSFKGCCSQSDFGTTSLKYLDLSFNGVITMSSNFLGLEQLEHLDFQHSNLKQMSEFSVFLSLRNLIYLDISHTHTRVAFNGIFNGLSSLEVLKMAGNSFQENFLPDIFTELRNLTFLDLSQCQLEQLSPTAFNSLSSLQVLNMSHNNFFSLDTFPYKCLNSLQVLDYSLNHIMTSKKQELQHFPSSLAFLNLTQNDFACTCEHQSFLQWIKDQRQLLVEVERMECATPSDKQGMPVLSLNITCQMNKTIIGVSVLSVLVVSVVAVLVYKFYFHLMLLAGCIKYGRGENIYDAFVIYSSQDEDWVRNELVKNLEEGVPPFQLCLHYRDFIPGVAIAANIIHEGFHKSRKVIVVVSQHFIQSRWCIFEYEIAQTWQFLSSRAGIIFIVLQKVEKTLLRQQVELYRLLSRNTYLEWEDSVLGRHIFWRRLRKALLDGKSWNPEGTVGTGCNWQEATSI
Target sequence (Q99836 whole entry, looked up): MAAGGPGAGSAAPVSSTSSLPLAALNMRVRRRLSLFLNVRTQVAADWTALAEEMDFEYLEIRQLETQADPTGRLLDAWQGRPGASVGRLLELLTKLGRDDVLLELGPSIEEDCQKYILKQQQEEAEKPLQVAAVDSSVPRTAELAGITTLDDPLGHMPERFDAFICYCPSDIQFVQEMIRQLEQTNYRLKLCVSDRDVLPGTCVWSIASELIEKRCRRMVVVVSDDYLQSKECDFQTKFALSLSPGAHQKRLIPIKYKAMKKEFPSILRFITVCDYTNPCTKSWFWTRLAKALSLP
Diaph inh CS = counter-screen for diaphorase-based assays: diaphorase inhibitors and chemical oxidizers; diaphorase resazurin-to-resorufin fluorescence, NADH, 16 min; bacterial (C. kluyveri) enzyme, not human; inhibition, % at 20 µM; 190,000 tested, 0.69% active; AID 1217;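 active = primary screen inhibition at 20 µM above a set limit, cut at about 50% in these data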;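 note: plate controls were DMSO with full reaction for no effect and wells lacking NADH for full effect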
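Test system: diaphorase enzyme from Clostridium kluyveri; amount: diaphorase at 0.14 U/mL in enzyme working solution; detection: fluorescence of resorufin formed from resazurin, Ex 544/Em 590 nm; times: reaction incubation of 16 min at room temperature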
APP transl inh = APP translation inhibition. 190,000 tested, 0.82% active. AID 1285. SH-SY5Y APP 5'UTR-luciferase reporter, luminescence. inhibition, % at 2 µM;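 active = inhibition above a set limit, derived from the sample mean plus 3 SD, cut at about 45% in these data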; note: values of inactives mirror those of a sister screen read the other way
STAT1 inh = inhibitors of IFN-gamma induced STAT1 signaling | AID 920 | 200,000 tested, 0.35% active | inhibition, % at 5.5 µM | NIH 3T3 STAT1-luciferase reporter, luminescence;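 active = inhibition above a set limit, the mean inhibition across all tested compounds plus 3 SD, cut at about 34% in these data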;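 note: 0% = IFN-gamma with DMSO and 100% = IFN-gamma with 300 µM nifuroxazide; values of inactives mirror those of a sister screen read the other way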
STAT1 act = activators of IFN-gamma induced STAT1 signaling. activation (% of control), % at 5.5 µM. AID 932. NIH 3T3 STAT1-luciferase reporter, luminescence; 100% = IFN-gamma alone, no compound. 200,000 tested, 2.6% active;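 active = activation above the screen-wide mean activation plus 3 SD, cut at about 130% in these data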;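 note: raw ratio to IFN-gamma control signal so 100% means no change and 0% no light; values of inactives mirror those of a sister screen read the other way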
STAT3 inh = reduces IL-6 driven STAT3 reporter signal; U3A cells, IL-6 STAT3-luciferase reporter, luminescence; host cell line lacks STAT1; inhibition, % at 5.5 µM; 190,000 tested, 0.89% active;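 active = inhibition above the mean inhibition across all screened compounds plus 3 SD, cut at about 44% in these data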;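 note: 0% = DMSO only wells and 100% = 100 µM nifuroxazide control wells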
G6PDH CS = L. mesenteroides G6PDH inhibition counter-screen | Purified L. mesenteroides G6PDH, diaphorase/resazurin coupled fluorescence, 45 min | inhibition, % at 5 µM | 200,000 tested, 0.12% active; in the data active = inhibition above about 50%
STAT3 activator = increases IL-6 driven STAT3 reporter signal; U3A cells, IL-6 STAT3-luciferase reporter, luminescence; 100% = signal with IL-6 EC80 alone; activation (% of control), % at 5.6 µM; 190,000 tested, 0.91% active; AID 871;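 active = activation above the screen-wide mean of compound activation plus 3 SD, cut at about 130% in these data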;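 note: 0% = background luminescence of wells with medium and substrate only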
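Material: human STAT1-deficient U3A cells with stable STAT3-luciferase reporter / Probe or stimulus: IL-6 stimulus at 33 ng/mL final / Schedule: 1 h compound pre-exposure, 6 h IL-6 stimulation, 37 °C / Technique: luminescence / Read-out basis: percent of IL-6-only median luminescence / Control set: IL-6-only high control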
Hsp70 activator = transcriptional activators of Hsp70; HeLa Hsp70 promoter luciferase reporter, luminescence; scaled: vehicle 0, proteasome-inhibitor control 100%; activation, % at 10 µM; 200,000 tested, 0.04% active;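 active = activation above the mean across all tested compounds plus 3 SD, cutoff set per campaign, cut at about 5.5% in these data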;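 note: 100% = MG132 at 30 µM as the positive control and 0% = DMSO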
Diaphorase act = counter-screen for diaphorase-based assays: diaphorase activators and chemical reducers; AID 1229; Diaphorase/resazurin coupled assay, resorufin fluorescence, 16 min; active compounds read high; 1 = vehicle wells, 0 = NADH-free wells; activation factor at 20 µM; 190,000 tested, 0.005% active;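 active = diaphorase activity raised at least twofold by the compound at 20 µM; inactive = activation factor below 2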
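Test system: Clostridium kluyveri diaphorase, purified enzyme. Buffer or medium: 50 mM HEPES pH 7.4 buffer plus MgCl2 and Tween 20. Also added: 0.114 mM NADH and 0.1 mM resazurin, final amounts. Dosing: compound 20 µM once, DMSO 1%. Schedule: 16 min enzyme reaction, ambient temperature. Detection: fluorescence of resorufin, 544 nm excitation, 590 nm emission.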
* marks the source's active call; other numbers are inactive results.

SMILES	TLR4-MyD88 BLA	Diaph inh CS	APP transl inh	STAT1 inh	STAT1 act	STAT3 inh	G6PDH CS	STAT3 activator	Hsp70 activator	Diaphorase act
Nc1c(-c2ccccc2)nc(Cl)nc1-c1ccccc1	7	13	-14	-6	106	25	6	85	-0.3	0.9
O=C1c2ccccc2C(O)(Cc2ccccc2)N1C1CCCCC1 (centres undefined)	-4	12	9	-7	106	-11	-4	109	-0.5	0.9
O=C(O)CCCn1nc(C(F)(F)F)c2c1CCCCC2	-9	8	6	-3	102	-1	10	103	-0.3	0.9
CCOc1ccc(NC(=O)C2CSC(c3ccncc3)=N2)cc1 (centres undefined)	7	10	46*	3	97	10	-1	91	0.1	0.9
Cc1cc([N+](=O)[O-])c(N2CCC[C@@H]2C(=O)O)c([N+](=O)[O-])c1	8	17	-1	-1	101	4	-8	99	-0.6	0.8
Cc1ccc(NC(=O)c2cc(-n3cnnc3)ccc2Cl)cc1	12	7	7	4	99	-5	10	106	0.0	0.9
O=C(Cn1nc(Cc2cccnc2)c2ccccc2c1=O)NCCCN1CCCC1=O	-4	7	-12	-9	109	-4	-1	111	-0.2	0.9
O=C(OCC(=O)c1ccc[nH]1)c1ccc2ccccc2n1	6	15	-11	-11	107	-3	3	107	0.8	0.9
O=C(Nc1nccs1)C1CCCN(S(=O)(=O)c2cccc3cccnc23)C1 (centres undefined)	2	18	-10	-6	106	-3	5	106	-0.5	0.8
Cn1c(=N)n(CC(O)c2ccco2)c2ccccc21 (centres undefined)	1	14	-4	6	95	-8	5	108	0.0	0.9
COc1ccc(CNC(=O)CSc2nc3ccc(N)cc3s2)cc1	-8	19	-2	0	100	-17	5	116	-0.3	0.8
O=C1CCc2cc(S(=O)(=O)N3CCC(C(=O)NCc4ccccc4Cl)CC3)ccc2N1	-8	21	-18	1	99	9	8	100	-0.2	0.8
Cc1ccc(OCC(=O)OCc2c(C)noc2C)cc1C	-15	21	-4	-1	100	-2	1	100	-0.2	0.8
CC(=O)OCCn1c(Br)nc2c1c(=O)[nH]c(=O)n2C	2	10	5	-5	105	-1	5	103	0.1	0.9
CCOc1cc(N2CCOCC2)c(OCC)cc1NC(=O)CN1CCCC(C)C1 (centres undefined)	-5	16	6	2	100	-5	3	102	-0.4	0.8
NC(=O)C1CCN(C(=O)CCCCCn2c(=O)[nH]c3ccsc3c2=O)CC1	2	8	-4	-1	101	-8	11	106	-0.3	0.9
CN1C2C=C3C(C#N)=C(N)C(C#N)(C#N)[C@@H](c4ccc(Cl)cc4)[C@@H]3C1CC2 (some centres undefined)	6	19	-12	-1	100	-6	1	107	-0.1	0.8
O=C(Cn1ncc2c(=O)oc3ccccc3c21)N1CCC(N2CCCCC2)CC1	11	10	-18	5	96	-10	-20	108	-0.3	0.9
Cc1nc2ccccc2nc1OCc1cccc([N+](=O)[O-])c1	-11	20	-31	5	93	6	-6	96	-0.2	0.8
COc1ccccc1-n1cnnc1SCC(=O)Nc1cccc(S(=O)(=O)N2CCCCC2)c1	0	13	-4	3	97	12	-7	93	-0.6	0.9
Cc1nc(CS(=O)(=O)c2ccc(Cl)cc2)cc(N2CCOCC2)n1	10	3	-8	2	99	9	3	100	-0.3	1
O=C1NC(=Nc2ccc3ccccc3c2)S/C1=C/c1ccco1	5	10	-19	1	99	2	2	100	0.0	0.9
COc1ccccc1CNC(=O)c1cc(=O)c2ccccc2o1	6	-9	9	2	98	10	2	95	-0.4	1.1
CCOC(=O)C1CCCN(S(=O)(=O)c2ccc(OC)c3ccccc23)C1 (centres undefined)	4	-1	5	-1	100	2	6	101	0.0	1
Cc1c(C#N)c(NC(=O)c2ccccc2)n(Cc2ccccc2)c1C	-10	23	9	11	90	11	-9	96	0.2	0.8
C[N+](C)(C)CCCCCCC(=O)/C=N/O	-3	4	-4	-1	101	-2	13	102	-0.1	1
CCOC(=O)CSc1ncnc2c1c(-c1ccccc1)cn2-c1ccc(OC)cc1	7	24	8	1	99	-10	-44	107	-0.2	0.8
Cc1cccc(C)c1NC(=O)N1CCC(N2CCCCC2)CC1	-12	3	1	5	95	2	11	104	-0.2	1
CCOc1ccccc1N/C(=C(/C(Cl)=C(Cl)Cl)[N+](=O)[O-])n1cncn1	-9	16	-11	1	99	-2	4	107	-0.5	0.8
Cc1ccccc1NC(=O)c1nc[nH]c1C(=O)NCc1ccccc1	2	-4	17	9	91	-2	8	103	-0.3	1
CCCCc1ccc(NC=C2C(=O)OC3(CCCCC3)OC2=O)cc1	8	12	1	-5	102	16	-1	86	-0.3	0.9
CN1CCN(CCC(=O)Nc2ccc(F)c(F)c2)CC1	-2	2	-5	-2	102	10	2	98	-0.5	1
Cc1ccc(S(=O)(=O)N2c3ccccc3-c3c(ssc3=S)C2(C)C)cc1	-5	21	4	5	95	-7	6	103	-0.2	0.8
COC(=O)CCC(NC(=O)OCc1ccccc1)C(=O)NC(CC(C)C)C(=O)OC (centres undefined)	-6	4	-5	12	89	7	6	96	-0.1	1
CCNC(=S)NNC(=O)c1csc2c1CCCC2	-8	-10	-20	8	93	24	4	84	-0.1	1.1
COc1ccc(C(=O)CN2CCN(S(=O)(=O)c3cccc([N+](=O)[O-])c3)CC2)cc1OC	-2	0	8	5	96	-2	-8	102	-0.4	1
CC(C)N1CCc2c(sc(NC(=O)c3ccc(S(=O)(=O)N4CCOCC4)cc3)c2C#N)C1	1	18	17	16	86	-10	10	109	-0.3	0.8
CC(C)[C@H](NC(=O)c1ccco1)C(=O)OCc1cc(=O)n2c(n1)sc1ccccc12	-6	43	19	-6	103	4	6	102	-0.2	0.6
COc1cccc(CC2(CO)CCCN(Cc3ccc4c(c3)OCCO4)C2)c1 (centres undefined)	4	12	7	9	91	15	5	91	-0.1	0.9
Oc1ccc(O)c(Cc2nc3ccccc3[nH]2)c1	-3	12	3	4	95	-6	5	107	-0.1	0.9

A draw from above in order of SMILES length, low to high.
SMILES	TLR4-MyD88 BLA	Diaph inh CS	APP transl inh	STAT1 inh	STAT1 act	STAT3 inh	G6PDH CS	STAT3 activator	Hsp70 activator	Diaphorase act
CN1CCN(CCC(=O)Nc2ccc(F)c(F)c2)CC1	-2	2	-5	-2	102	10	2	98	-0.5	1
CCOc1ccc(NC(=O)C2CSC(c3ccncc3)=N2)cc1 (centres undefined)	7	10	46*	3	97	10	-1	91	0.1	0.9
CCOc1cc(N2CCOCC2)c(OCC)cc1NC(=O)CN1CCCC(C)C1 (centres undefined)	-5	16	6	2	100	-5	3	102	-0.4	0.8
Cc1cc([N+](=O)[O-])c(N2CCC[C@@H]2C(=O)O)c([N+](=O)[O-])c1	8	17	-1	-1	101	4	-8	99	-0.6	0.8

Next results follow.
SMILES	TLR4-MyD88 BLA	Diaph inh CS	APP transl inh	STAT1 inh	STAT1 act	STAT3 inh	G6PDH CS	STAT3 activator	Hsp70 activator	Diaphorase act
CCOc1cc2[nH]c(=O)n(Cc3ccc(C(=O)NCCOC)cc3)c(=O)c2cc1OCC	4	9	-4	-1	102	6	5	96	0.3	0.9
FC(F)c1nnc2c(Cl)cc(C(F)(F)F)cn12	-6	0	-6	3	95	5	8	105	-0.2	1
CO/N=C/c1ccc(OC)c(Oc2nc(OC)cc(OC)n2)c1	4	8	66*	4	96	-1	3	103	0.1	0.9
O=C(Nc1cc(C(F)(F)F)ccc1N1CCCCC1)c1ccco1	-3	8	11	-5	103	0	0	103	-0.3	0.9
COc1ccc(Cc2nnc(NS(=O)(=O)c3ccccc3)s2)cc1	-9	28	-12	-2	100	7	20	96	-0.4	0.7
CC(C)CNC(=S)Nc1ccccc1F	5	-1	-10	0	100	6	9	97	0.1	1
Cc1ccc(-c2ccc(/C=N/NC(=O)CN3CCOCC3)o2)cc1[N+](=O)[O-]	-10	33	6	-2	102	-4	12	109	-0.2	0.7
O=C(N/N=C/c1ccc(O)cc1O)/C(=C/c1ccccc1)CCO	-4	19	24	-1	101	13	-12	86	-0.2	0.8
O=C(COc1ccc(Cl)cc1)N1CCN(C(=O)c2cccc(F)c2)CC1	-5	5	13	3	97	-2	7	105	-0.3	1
Cc1cccc(N(C2C=CS(=O)(=O)C2)S(=O)(=O)c2ccccc2)c1 (centres undefined)	0	10	13	0	100	8	2	94	-0.1	0.9
CCc1cc(C(=O)NNC(=S)NCC2CCCO2)cs1 (centres undefined)	12	10	-11	-3	103	7	-2	96	0.2	0.9
CCOC(=O)C1(CCc2ccccc2)CCN(C(=O)CCn2cncn2)CC1	-19	7	-41	-46	139*	-5	1	109	-0.2	0.9
Cc1ccc(S(=O)(=O)c2c(N)n(Cc3ccco3)c3nc4ccccc4nc23)cc1C	-4	9	-6	-9	108	2	3	98	-0.2	0.9
CN(C1CCCCC1)S(=O)(=O)c1ccc(NC(=O)C2CCCCC2)cc1	1	-1	6	-2	102	-6	3	106	0.1	1
CC(C)(CO)CNC(=O)CC1C(=O)NCCN1CC(c1ccccc1)c1ccccc1 (centres undefined)	-1	20	-4	-4	103	11	15	100	-0.1	0.8
Cc1ccc2c(c1)C1NC(=S)NC(C)(O2)C1C(=O)Nc1ccc(Cl)cc1 (centres undefined)	12	5	-24	5	95	-1	-10	104	-0.2	1
COc1ccc(Cl)cc1NC(=O)C(C)Sc1n[nH]c(N)n1 (centres undefined)	-11	22	2	16	85	4	11	100	-0.2	0.8
CNC(=O)C1(CC(C)C)C=CCN1C(C)=O (centres undefined)	3	14	-12	7	94	-3	14	100	-0.2	0.9
O=C(NC(Cc1ccccc1)C(=O)NC1CC1)OCc1ccccc1 (centres undefined)	-9	6	4	-2	99	8	6	95	-0.4	0.9
COCCn1nnnc1CN1CCSCC1	7	7	12	0	98	-4	3	106	-0.1	0.9
COc1ccc(C2C3C(=O)N(N(C)c4ncc(C(F)(F)F)cc4Cl)C(=O)C3ON2C)cc1 (centres undefined)	1	4	18	0	100	9	9	96	-0.1	1
O=S(=O)(c1ccc2ccccc2c1)n1cnc2ccccc21	-8	25	2	13	88	4	4	99	-0.1	0.8
Cc1cccc(C)c1NC(=O)C(c1ccccc1)N1CC(=O)Nc2ccccc21 (centres undefined)	4	13	0	6	95	-10	15	108	-0.1	0.9
CS(=O)(=O)N1CCCC(C(=O)Nc2ccc(Br)cc2F)C1 (centres undefined)	2	-5	1	33	69	14	16	93	-0.1	1.1
CCOC(=O)c1[nH]nc(-c2cc(CC)c(O)cc2O)c1-c1cscn1	3	0	2	5	96	26	9	82	-0.4	1
